p53 reactivation: mutant p53 re-activation in reporter cells. AID 504706. Potency, µM (series often up to 92.2 µM), without a hit: top-dose activity change, positive = activation, usual class: activators. H1299 p53-A138V BP100-luciferase reporter, luminescence, 24 h. 0.063% of 320,000 active; further: potency means the concentration at half of the fitted maximal effect; % of control where 0% means no effect; nearly all actives have a fitted effect of over 45% in size
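H1299 (p53-null), stable ts p53-A138V + BP100-Luc; 1000 cells/well, Opti-MEM/10% FBS; cpd 4 pt, 1:5; 24 h, 37 deg C, 5% CO2; detection reagent 10 min RT; luminescence.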
B2AR arrestin: beta2AR (human) beta-arrestin recruitment activity; AID 492947; 0.02% of 330,000 active; beta-arrestin recruitment to beta2AR, cell-based reporter; Potency, µM (doses to about 46.1 µM), for the others: top-dose activation, usual class: activators;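 further: potency means the concentration at half of the fitted maximal effect; 0% = DMSO controls and full agonism = EC100 isoproterenol or metaproterenol; nearly all actives have a fitted effect of over 65% in size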
Integrin act MD: integrin-mediated muscular dystrophy alleviation activation. alpha7betagal myoblasts, beta-gal FDG fluorescence, 48 h. Potency, µM (series often up to 38.3 µM), for inactives: at the top dose activation, hits mostly activators. 0.064% of 350,000 active. AID 624291;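 further: potency means the concentration at half of the fitted maximal effect; 100% = response of the positive control SU9516; nearly all actives have a fitted effect of over 60% in size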
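Alpha7betagal+/- myoblasts (passage 13) were plated 16-24 hr, then exposed to compounds (1:260 dilution of DMSO stock) for 48 hours at 37C. After MPER lysis, β-galactosidase reporter activity was read as FDG fluorescence (ex 480/em 540) after 30 minutes.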
BRCA1 expr act: activators of BRCA1 expression; 1.1% of 380,000 active; Potency, µM (series often up to 46.1 µM), for inactives: at the top dose activation, most hits filed as activators; MCF7-BRCA1-FFLuc reporter, luminescence, 48 h; response scale: scaled: vehicle 0%, 10 µM genistein 100%; further: potency means the concentration at half of the fitted maximal effect; nearly all actives have a fitted effect of over 80% in size; some results filed as inactive show a strong effect at the top dose
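Compounds are tested at multiple concentrations on MCF7 BRCA1-luciferase reporter cells seeded at 2000 per well; after 48 h, a single luminescence end-point is taken and curves fitted to the normalized data.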
ELG1 genotox: induces genotoxicity in HEK293T cells with luciferase-tagged ELG1 | Potency, µM (highest dose often 46 µM), for inactives: top-dose activity change, positive = activation, hits mostly activators | 1.3% of 330,000 active | AID 504466 | HEK293T ELG1-luciferase reporter, luminescence, 16 h; further: potency means the concentration at half of the fitted maximal effect; % of control where 0% means no effect; nearly all actives have a fitted effect of over 60% in size
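Step 1: seed 2,000 HEK293T ELG1-luciferase cells per well. Step 2: add compound or DMSO, incubate 16 hr at 37 °C. Step 3: ONE-Glo, 30 min at room temperature, read luminescence.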
USP2a block: USP2a (human) protease inhibition; USP2 core, Ub-CHOP2 coupled fluorogenic reporter, 485/531; Potency, µM (doses to about 38.3 µM), inactives show at the highest dose activity change, negative = inhibition, most hits filed as inhibitors; 0.01% of 330,000 active; AID 463254; O75604;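 further: potency means the concentration at half of the fitted maximal effect; plate controls were DMSO wells for no effect and full inhibition by NEM control for full effect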
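USP2 core (10nM final) preincubated 30min RT with compound in 20mM Tris-HCl pH 8.0, 2mM CaCl2, 2mM beta-mercaptoethanol, 0.05% CHAPS; 25nM Ub-CHOP2 plus 25nM reporter substrate added, fluorescence (Ex485/Em531) read after 60min.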
TRPV1 agonist: human TRPV1 agonism | activation, % at 8.33 µM | 0.19% of 320,000 active | TRPV1-expressing cells, Fluo-8 calcium influx, agonist mode | Q8NER1; in the data active means activation above about 80%; inconclusive means between about 30% and that limit; further: 0% is about no effect
Target sequence (Q8NER1 whole entry, looked up): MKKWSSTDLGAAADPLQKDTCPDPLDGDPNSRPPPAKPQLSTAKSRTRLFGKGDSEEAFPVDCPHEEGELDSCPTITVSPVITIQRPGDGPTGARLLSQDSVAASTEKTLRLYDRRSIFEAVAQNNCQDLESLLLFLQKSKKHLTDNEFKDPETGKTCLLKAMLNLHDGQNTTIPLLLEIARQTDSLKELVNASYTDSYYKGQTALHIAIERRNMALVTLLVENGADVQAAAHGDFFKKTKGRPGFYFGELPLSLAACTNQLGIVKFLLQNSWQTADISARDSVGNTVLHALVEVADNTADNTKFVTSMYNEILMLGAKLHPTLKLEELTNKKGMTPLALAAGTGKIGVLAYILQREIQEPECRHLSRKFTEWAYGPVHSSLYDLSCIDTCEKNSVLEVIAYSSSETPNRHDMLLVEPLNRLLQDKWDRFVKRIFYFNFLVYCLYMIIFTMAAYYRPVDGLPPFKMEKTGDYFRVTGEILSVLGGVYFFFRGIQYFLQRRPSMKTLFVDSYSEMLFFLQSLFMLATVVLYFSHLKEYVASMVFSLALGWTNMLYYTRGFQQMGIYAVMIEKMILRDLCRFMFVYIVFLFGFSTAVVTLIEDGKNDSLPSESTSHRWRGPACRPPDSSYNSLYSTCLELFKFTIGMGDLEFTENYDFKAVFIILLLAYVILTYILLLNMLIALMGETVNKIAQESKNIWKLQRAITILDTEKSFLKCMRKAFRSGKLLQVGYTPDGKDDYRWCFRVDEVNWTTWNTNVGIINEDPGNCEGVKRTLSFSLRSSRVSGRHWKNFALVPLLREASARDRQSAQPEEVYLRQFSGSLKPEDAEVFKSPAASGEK
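TRPV1-expressing cells were cultured overnight at 35.5C and loaded with Fluo-8 calcium dye for 40 to 90 min at room temperature. After a 10 s baseline, compound was added and calcium influx was read kinetically for 3 min (ex 480/em 520 nm).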
Eya2 inh: inhibitors of human Eya2 phosphatase activity; Potency, µM (doses to about 76.9 µM), for inactives: at the highest dose activity, negative = inhibition, most hits filed as inhibitors; AID 488837; O00167; recombinant Eya2, OMFP fluorescence dephosphorylation (OMFP is methylfluorescein phosphate); 0.006% of 330,000 active; further: potency means the concentration at half of the fitted maximal effect; on the % scale 0 is the no-effect control and ±100 the full control effect
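Eya2 (0.2 uM) preincubated 10 min at ambient with compound, then OMFP substrate added at 50 uM; 10 min reaction in 50 mM HEPES pH 7.5, 50 mM NaCl, 5 uM MgCl2, 0.05% BSA, 1 mM DTT. Fluorescence read at Ex 485/Em 525 nm.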
TSG101-PTAP inh: blocks PTAP/TSG101 interaction to inhibit HIV-1 budding; Q99816; Fluorescence polarization, FITC-PTAP peptide / Tsg101 binding; Potency, µM (series often up to 115 µM), without a hit: at the top dose activity change, negative = inhibition, hits mostly inhibitors; 340,000 tested, under 10 active; AID 493005; active means well fitted inhibition curve with a large enough effect in the main read-out, with a control signal flat, not every such curve was filed as active; inconclusive means small, poorly fitted or top-dose-only effect, or effect the other way, or a change in a side signal; inactive means no such curve, though single readings can be large or run the other way; further: potency means the concentration at half of the fitted maximal effect; % of control where 0% means no effect
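Tsg101 binding domain (10 uM final) was mixed with compound and a FITC-labeled PTAP peptide (50 nM final) in HEPES pH 7.5 buffer with NaCl, Tween 20, EDTA and TCEP; fluorescence polarization was read after 20 min at r.t.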
ASM inhibitor: inhibitors of human secretory acid sphingomyelinase; P17405; placental ASM, HMU-PC fluorogenic substrate, 60 min; Potency, µM (titrated, usually from 57.5 µM), for the others: at the top dose activity change, negative = inhibition, actives largely listed as inhibitors; 0.006% of 340,000 active; AID 504937; further: potency means the concentration at half of the fitted maximal effect
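qHTS format. ASM enzyme prepared from human placenta hydrolyses the fluorogenic substrate HMU-PC0 (9 uM final) over 60 min at 37 °C after a 10 min compound preincubation.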
uPA generation: inhibitors of cell surface uPA generation | cell surface uPA generation assay, qHTS | Potency, µM (doses to about 38.3 µM), without a hit: top-dose activity change, negative = inhibition, actives largely listed as inhibitors | 0.31% of 330,000 active; active means well fitted inhibition curve with a large enough effect; inconclusive means small, poorly fitted or top-dose-only effect; inactive means no such curve, though single readings can be large or run the other way; tested in mouse RAW 264.7 cells; further: potency means the concentration at half of the fitted maximal effect; on the % scale 0 is the no-effect control and ±100 the full control effect; nearly all actives have a fitted effect of over 55% in size
Starred values were filed as active, the others as inactive; ? = inconclusive; . = no result given; [ ] = remark or other dose. Unless noted, the call rests on the fitted dose curve; in most records, active means well fitted curve in the direction sought with a large enough effect; inconclusive means small, poorly fitted or top-dose-only effect, or another doubt; inactive means no such curve, though single readings can be large; an effect the other way counts as inactive or inconclusive. Compounds were not picked by outcome. About 2.6% of those tested had a hit in this group.

SMILES	p53 reactivation	B2AR arrestin	Integrin act MD	BRCA1 expr act	ELG1 genotox	USP2a block	TRPV1 agonist	Eya2 inh	TSG101-PTAP inh	ASM inhibitor	uPA generation
O=C(Cc1cc(=O)oc2cc(O)ccc12)N[C@@H](Cc1c[nH]c2ccccc12)C(=O)O	0.6%	0.1%	9.4%	-13.5%	-1.2%	0.5%	-2.7	0.6%	-5.0%	.	0.1%
Cc1ccc(C2=NN(C)c3nc4ccccc4n3C2)cc1	14.1%	0.4%	8.4%	-6.1%	0.1%	5.8%	84.2*	8.7%	0.0%	.	-7.4%
Cc1ccc(C(=O)NCc2ccco2)o1	.	-0.2%	-32.0%	1.2%	-2.5%	0.5%	3.4	16.9%	-3.2%	-0.1%	-5.8%
Cc1oc(-c2ccccc2Cl)nc1Cn1cccc1C1=NC(c2ccccc2)CO1 (configuration not stated)	1.8%	-0.5%	-52.1%[inhibitor]	-54.0%	-2.6%	1.8%	1.8	-0.4%	-5.5%	-6.8%	3.5%
COc1cc2c(cc1OC)CN(C(=O)Cc1ccccc1)CC2	-3.6%	0.3%	-3.7%	7.9%	0.6%	2.2%	8.7	14.8%	-4.3%	4.1%	-2.0%
NS(=O)(=O)c1ccc(CCNC(=O)C(=O)Nc2cc3c4c(c2)CC(=O)N4CCC3)cc1	1.0%	-0.6%	5.2%	-4.3%	-1.2%	1.5%	-1.7	8.0%	0.1%	0.4%	4.0%
COc1ccc(CNC(=O)CCS(=O)(=O)c2ccc3c(c2)CCN3C(C)=O)cc1	-4.7%	0.0%	-1.0%	2.3%	2.4%	-0.6%	-0.6	12.6%	0.1%	-2.3%	4.0%
O=C1NC(=O)C(Cc2c[nH]c3ccccc23)N1 (configuration not stated)	-0.7%	-0.4%	-12.5%	-0.4%	-0.4%	0.3%	0.1	11.9%	1.8%	35.3%	.
CCN1CCN(C2CC(=O)NC2=O)CC1 (configuration not stated)	-1.6%	-0.4%	.	.	1.6%	-3.4%	-3.3	-7.2%	.	.	.
Cc1cc([N+](=O)[O-])nn1CC(=O)N/N=C/c1ccccc1Br	-3.4%	6.1%	19.2%	-21.3%	-4.4%	-0.2%	.	-2.9%	0.2%	-1.4%	-2.0%
Cc1cc(C)c(S(=O)(=O)NC(CC(=O)O)c2cccc([N+](=O)[O-])c2)c(C)c1 (configuration not stated)	0.6%	0.1%	-8.7%	-3.0%	1.2%	-0.5%	3.6	15.5%	-5.8%	7.6%	2.1%
N/C(=N\OC(=O)c1ccc(Cl)cc1)c1ccc(Cl)cc1	?	-0.7%	-6.4%[1.53 µM]	11.2µM*	?	-0.3%	2.0	2.2%	-3.6%	-0.5%	-1.8%

Reprinted from the part before: three entries; new compounds follow.
SMILES	p53 reactivation	B2AR arrestin	Integrin act MD	BRCA1 expr act	ELG1 genotox	USP2a block	TRPV1 agonist	Eya2 inh	TSG101-PTAP inh	ASM inhibitor	uPA generation
Cc1cc([N+](=O)[O-])nn1CC(=O)N/N=C/c1ccccc1Br	-3.4%	6.1%	19.2%	-21.3%	-4.4%	-0.2%	.	-2.9%	0.2%	-1.4%	-2.0%
Cc1cc(C)c(S(=O)(=O)NC(CC(=O)O)c2cccc([N+](=O)[O-])c2)c(C)c1 (configuration not stated)	0.6%	0.1%	-8.7%	-3.0%	1.2%	-0.5%	3.6	15.5%	-5.8%	7.6%	2.1%
N/C(=N\OC(=O)c1ccc(Cl)cc1)c1ccc(Cl)cc1	?	-0.7%	-6.4%[1.53 µM]	11.2µM*	?	-0.3%	2.0	2.2%	-3.6%	-0.5%	-1.8%
Cc1ccc2c3c(c(SCC(=O)Nc4nonc4C)nc2c1)CCCC3	-4.3%	0.1%	-6.3%	-6.6%	-0.2%	0.8%	20.1	26.6%	0.5%	-6.9%	-11.4%
CCOC(=O)CNC(=O)Cn1cnc2sc(C)c(S(=O)(=O)N3CCC(C)CC3)c2c1=O	-9.8%	0.2%	14.1%	-0.4%	1.0%	2.7%	-1.5	4.5%	-2.6%	-2.0%	1.8%
COc1ccc(NC(=O)c2cccnc2Sc2ccccc2)c(OC)c1	1.2%	-2.5%	-6.5%	4.7%	4.0%	0.7%	-2.4	-4.7%	0.8%	1.9%	-1.3%
COc1ccc(NC(=O)c2c(N)no[n+]2[O-])c(OC)c1	-5.7%	0.2%	-2.2%	-25.9%	3.2%	0.4%	-6.2	18.2%	-0.9%	-1.1%	-1.6%
CN(Cc1nc(-c2ccncc2)no1)S(=O)(=O)c1ccc(Br)cc1	-4.6%	-0.1%	-28.9%	6.6%	-8.2%	-1.2%	1.0	5.5%	-2.1%	-0.3%	7.6%
CCOC(=O)C1(CCOc2ccccc2)CCN(CC=C(C)C)CC1	8.9%	-1.1%	-12.2%	-0.4%	-3.7%	3.1%	0.5	-14.8%	-1.5%	0.9%	-4.2%
COc1ccc(C(=O)NNC(=O)COc2ccc(Cl)cc2)c(OC)c1	-11.7%	-0.6%	10.1%	-36.6%	3.6%	0.0%	-1.8	1.9%	-0.5%	-2.7%	-9.3%
CCN1CCn2c1nc(N1CCOCC1)nc2=O	-6.3%	0.1%	4.8%	0.8%	0.8%	3.6%	1.0	-7.1%	-5.0%	-1.9%	5.6%
COc1ccc(-c2cc(C(=O)NCc3ccc(Cl)cc3)no2)cc1OC	3.0%	0.0%	8.9%[7.66 µM]	-0.8%	14.4%	-2.0%	3.4	-10.5%	0.8%	6.2%	.
CCOc1ccc(CSC2=NCCN2)cc1[N+](=O)[O-]	17.4%	-0.8%	-19.5%	-65.6%	9.3%	0.1%	-1.0	-7.4%	-5.2%	-0.3%	-14.1%
Cc1nn(CC(=O)Nc2ccc(Cl)cn2)c(C)c1[N+](=O)[O-]	1.3%	-0.1%	?	31.0%	-0.5%	-4.6%	0.6	-23.3%	-4.7%	5.6%	1.1%
Cc1cccc(-c2cccc(NC(=O)C3CCCN(C(=O)c4cccnc4)C3)c2)c1 (configuration not stated)	-2.8%	-0.3%	-32.5%	-20.3%	-8.5%	-4.7%	0.2	-19.6%	-5.2%	2.4%	-11.6%
CCSc1nc(N)c2c3c(sc2n1)CN(C)CC3	-11.1%	-0.1%	.	.	15.7%	0.0%	3.0	1.0%	.	.	.
CCOC(=O)C1CCCN(c2c(NCc3ccco3)c(=O)c2=O)C1 (configuration not stated)	-6.1%	-0.4%	0.4%	0.7%	-0.6%	1.1%	-2.0	8.0%	-3.2%	-0.2%	-12.7%
CCCn1cc(S(=O)(=O)c2ccc(C)cc2)c(=O)c2cc(OC)ccc21	-14.9%	0.4%	?	6.6%	-0.4%	0.1%	17.5	?	-5.2%	32.1%	2.3%
Cc1c(NC(=O)/C(=C/c2cccs2)c2cccs2)c(=O)n(-c2ccccc2)n1C	-3.4%	0.4%	1.2%	-4.9%	0.8%	-3.8%	-0.6	-14.0%	1.6%	-1.0%	7.2%
N#Cc1cc([N+](=O)[O-])ccc1N1CCN(c2ccccc2O)CC1	29.6%	0.1%	3.7%	58.2%	-15.7%	6.1%	13.3	-2.2%	-4.4%	-13.3%	5.9%
Cc1cccc(Oc2cc([N+](=O)[O-])cc3c2C(=O)Nc2ccccc2O3)c1	28.7%	7.5%	-9.5%	-46.5%	?	1.6%	6.4	8.2%	11.4%	-27.5%	-4.6%
CCCOc1ccc(C(=O)Nc2cccnc2)cc1	11.9%	-2.1%	32.8%	21.3%	10.3µM*	3.7%	?	7.3%	-2.4%	1.8%	-2.4%
COc1ccc(NC(=O)CCCCCN2C(=O)[C@@H]3Cc4ccccc4CN3C2=O)cc1Cl	0.5%	-0.6%	2.7%	-2.2%	-6.6%	2.0%	1.7	-2.7%	-1.3%	-3.9%	1.1%
c1ccc(NC2=Nc3cccc4cccc2c34)cc1	13.5%	-0.3%	12.0%	-13.2%	13.8%	1.2%	6.6	8.2%	2.1%	-6.7%	3.3%
CCOc1ccc(N/C=C\C(=O)c2ccc3c(c2)OCO3)cc1	.	.	1.9%	4.47µM*	.	.	.	.	-6.2%	60.0%[activator]	2.6%
O=C(CSc1nnc(-c2ccccc2F)n1C1CCCCC1)Nc1cc(C(=O)O)ccc1Cl	2.4%	-0.9%	24.4%	-7.8%	0.1%	-0.7%	.	-21.7%	-0.5%	5.1%	10.1%
O=[N+]([O-])c1ccc(Cl)cc1NCc1cccnc1	.	.	-8.2%	-21.4%	.	.	.	.	-2.2%	-1.1%	-3.7%
O=C(Cc1ccccc1)N/N=C/c1cc(Br)cc(Br)c1O	?	-0.6%	-16.7%	-60.7%	7.0%	-0.8%	28.4	-24.3%	-4.9%	192.3%[activator]	-9.4%

From PubChem BioAssay
